High-throughput results: PubChem BioAssay, Southern Research Specialized Biocontainment Screening Center
M. tuberculosis HTS – M. tuberculosis growth inhibition, HTS (AID 449762); 330,000 compounds, 0.59% hits; one-dose inhibition, % at 25 µM; IC50 in µM for titrated hits; M. tuberculosis H37Rv growth inhibition, 7H9 media; higher % means a stronger effect; in the data active = a potency from the dose series; inconclusive = inhibition above about 70% without an active follow-up result;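 also: bacterial growth assessed after seven days of incubation; strong numbers were not always called active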
inhibitors of VEEV – inhibitors of VEEV TC-83 cytopathic effect, confirmation, Vero cells (AID 588727). Vero cells, VEEV TC-83 cytopathic effect inhibition; higher % means a stronger effect. inhibition, % at 20 µM, or IC50 in µM where a hit was titrated. 350,000 compounds, 0.13% hits; in the data active = a potency from the dose series; inconclusive = inhibition mostly from about 14% at the one dose, without a potency; inactive = the rest, 99 in 100 with inhibition below about 12%; also: strong numbers were not always called active
Salmonella PhoP GFP – Inhibition of PhoP regulon, Salmonella typhi GFP reporter cells, confirmation, 4 h (AID 1850); Salmonella Typhi PhoP-promoter GFP reporter, fluorescence, 4 h; higher % means a stronger effect; inhibition, % at 50 µM; hits with a dose series show IC50 in µM; 310,000 compounds, 0.33% hits; in the data active = a potency from the dose series; inconclusive = inhibition mostly from about 25% at the one dose, without a potency; inactive = the rest, 99 in 100 with inhibition below about 19%;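 also: 0% = induced wells with vehicle and 100% = uninduced wells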
H1N1 NS1A inhibition – NS1A inhibition, H1N1 influenza, cell based functional assay (AID 504329); one-dose inhibition, % at 12.5 µM; IC50 in µM for titrated hits; NS1A functional cell-based assay, percent inhibition; higher % means a stronger effect; 340,000 compounds, 0.3% hits; in the data active = a potency from the dose series; inconclusive = inhibition above about 27% without an active follow-up result; also: strong numbers were not always called active
tuberculosis growth – growth inhibition of non-replicating M. tuberculosis (AID 488890) | 320,000 compounds, 0.39% hits | inhibition, % at 25 µM; hits with a dose series show IC50 in µM | Mycobacterium tuberculosis non-replicating, growth inhibition; higher % means a stronger effect; in the data active = a potency from the dose series; inconclusive = inhibition mostly from about 82% at the one dose, without a potency; inactive = the rest, 99 in 100 with inhibition below about 76%;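 also: plate controls were DMSO cells for no effect and high antibiotic wells for full effect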
inhibitors of VEEV 10K pilot screen – also measured in inhibitors of VEEV; calls as there; inhibition, %; measured here: 10K pilot screen inhibition
* marks the source's active call; other numbers are inactive results; i = inactive; ? = inconclusive; · = no result given.

SMILES | M. tuberculosis HTS | inhibitors of VEEV | Salmonella PhoP GFP | H1N1 NS1A inhibition | tuberculosis growth | others
COc1ccccc1NS(=O)(=O)c1ccc(O)c(C(=O)OCC(=O)Nc2ccccc2F)c1 | -1% | 1.1% | 0% | -6% | 15%
COc1cccc(/C=N/NC(=O)c2cccc3ccccc23)c1OC | 2% | 1.7% | -6% | -24% | -3%
COc1cccc2cc(-c3cc(=O)oc4cc(C)c(O)cc34)oc12 | -3% | i | -12% | 4% | -8%
O=C(NC1CCCC1)C(c1ccncc1)N(C(=O)c1ccco1)c1ccc(Cl)cc1 (centres undefined) | 8% | 1.7% | 2% | -6% | -1%
COc1ccc(-c2nnc(NC(=O)c3cc(Cl)ccc3Cl)o2)cc1 | ? | 13% | -6% | -9% | ·
CCc1ccc(N(CC(=O)NCCc2ccccc2)C(=O)CCC(=O)Nc2ccccn2)cc1 | 8% | 0.1% | 7% | 7% | -4%
CCCN(CCC)C(=O)c1cn(CC)c2ccc(S(=O)(=O)N3CCCCC3)cc2c1=O | 2% | 1.0% | 4% | 3% | 4%
CCN(CC(=O)Nc1c(F)cccc1F)C(=O)CCCc1cccs1 | -5% | 0.2% | · | -5% | -2%
COc1cc(C(=O)NNC(=S)Nc2ccc(S(N)(=O)=O)cc2)cc(OC)c1OC | 38% | 0.2% | 6% | 5% | 22% | inhibitors of VEEV 10K pilot screen=1.1
C/C(=N\Nc1cc(-c2ccccc2)nc(-c2ccccc2)n1)c1ccc(O)c(C)c1 | ? | 12% | -12% | -4% | 14%
Cc1ccncc1C(N)=O | 6% | 0.5% | 0% | -7% | -1%
COc1cccc(CN(C)C(=O)CN2C(=O)NC(c3ccccc3)(c3ccccc3)C2=O)c1OC | -11% | 1.9% | · | -2% | 19%
CC(C)n1cc(/C=C2/SC(=O)N(CC(=O)Nc3ccc4c(c3)OCO4)C2=O)c2ccccc21 | 8% | i | -3% | 2% | 6%
Cc1cc(C)c2nc(SCC(=O)Nc3cc(C)on3)c(C#N)cc2c1 | 5% | i | -8% | 3% | -9%
Cc1ccc(NC(=O)C(C)OC(=O)CSc2ccccc2)cc1 (centres undefined) | 4% | 1.8% | · | 3% | 39%
COC(C(=O)Nc1ccc(Cl)cc1C)c1ccccc1 (centres undefined) | 0% | 0.6% | -3% | 4% | 15%
COc1cc(-c2c(-c3cc(OC)c(OC)c(OC)c3)noc2C)ccc1F | -4% | · | -2% | · | 19%
CCOn1c(SC(C)C)nc2ccccc2c1=O | -5% | i | -3% | -2% | -1%
Cn1c(=O)c2c(nc(NCc3ccco3)n2CC(O)CO)n(C)c1=O (centres undefined) | 3% | 1.6% | 6% | 3% | -3%
c1ccc(-c2oc3ncnc(NCCCN4CCOCC4)c3c2-c2ccccc2)cc1 | ? | i | -18% | -37% | 66%
CC(C)(C)C(=O)Nc1sc2c(c1C#N)CCC2 | -2% | 1.6% | -7% | 2% | 2%
O=C(c1cccc(C(=O)N2CCN(Cc3ccccc3)CC2)c1)N1CCN(Cc2ccccc2)CC1 | 4% | 3.9% | -6% | 2% | 15%
COc1cc(/C=C/CO)cc(OC)c1O[C@@H]1O[C@H](CO)[C@@H](O)[C@H](O)[C@H]1O | -10% | 2.0% | -37% | 4% | -9%
CCOC(=O)c1c(N)nn(C(=O)c2ccccc2F)c1-c1ccc(OC)cc1 | -2% | 1.3% | -48% | 2% | -4%
O=C(COC(=O)CCc1nc2ccccc2c(=O)[nH]1)Nc1ccc(OC(F)(F)F)cc1 | -4% | 0.5% | · | -13% | -7%
SMILES | M. tuberculosis HTS | inhibitors of VEEV | Salmonella PhoP GFP | H1N1 NS1A inhibition | tuberculosis growth | others
COc1ccc(CCn2c(NN)nc3c2c(=O)[nH]c(=O)n3C)cc1 | -3% | 9.0% | 3% | 3% | -2%
CCOP(=O)(OCC)C(O)c1ccc(OC)cc1OC (centres undefined) | -3% | 1.5% | 10% | -6% | 35%
CCS(=O)(=O)Nc1ccccc1C(N)=O | 0% | 0.8% | 4% | -19% | 8%
O=c1cc(-c2ccccc2)n(S(=O)(=O)c2ccc3ccccc3c2)o1 | 1% | 6.3% | -1% | 8% | 40%
O=[N+]([O-])c1ccc(COc2ccccc2CN2CCCC2)cc1 | · | i | · | -6% | ·
CCCCC/S(CC1CC1(Cl)Cl)=N\S(=O)(=O)c1ccc(C)cc1 (centres undefined) | -9% | 0.8% | 4% | -17% | -22%
Cc1ccc(S(=O)(=O)NCCC(=O)NC2CCCCC2C)cc1 (centres undefined) | -6% | 0.7% | · | -14% | -2%
Cc1cc(SCc2ccccc2F)nc(=O)[nH]1 | -2% | 3.2% | 2% | 0% | -24%
Cc1cc(C(=O)Nc2nc3c(s2)CCCC3)no1 | 49% | 3.4% | 6% | -6% | 12%
O=C(COC(=O)C1=Cc2ccccc2OC1)NCc1ccccc1 | -1% | 1.2% | -6% | 1% | 33%
CC1=C(C(=O)OCc2ccccc2)C(c2ccc(-c3ccccc3)cc2)NC(=O)N1CCCC(=O)O (centres undefined) | 6% | · | -2% | · | -18%
O=[N+]([O-])c1ccc(OCc2cnc(Cl)s2)c([N+](=O)[O-])c1 | 8% | 1.6% | -2% | -1% | 28%
Cc1noc(C)c1NC(=O)N(C)C[C@H]1Oc2c(NS(=O)(=O)c3cn(C)cn3)cccc2C(=O)N([C@H](C)CO)C[C@@H]1C | 7% | 7.4% | · | 6% | -6%
Cc1ccc(C(C)C)c(OCCNS(C)(=O)=O)c1 | -8% | 0.3% | 2% | 3% | -15%
Cc1nc(-c2ccccc2)[nH]c(=O)c1Oc1ccc(Cl)cc1Cl | -3% | 2.9% | 7% | -18% | 7%
CCN(CC)C(=O)c1sc(NC(=O)c2cccs2)c(C#N)c1C | -8% | 1.0% | 5% | -14% | 0%
COc1ccc(-c2cnc(NCc3cc4c(cc3[N+](=O)[O-])OCO4)n2C)cc1 | 1% | 1.6% | 7% | 0% | 48%
O=S(=O)(c1ccccc1)N1CCN(C(=S)NCCCN2CCOCC2)CC1 | -1% | 0.3% | 14% | -5% | -12%
Cn1cnnc1SCc1ccc(C#N)cc1 | 0% | 0.7% | 16% | -7% | -11%
Cc1ccc(SCC(=O)OCC(=O)NCc2cccs2)cc1C | 11% | 0.9% | -11% | -5% | 37%
COc1ccc(/C=N/Nc2ccccn2)cc1OC | 4% | 1.6% | -15% | · | 25%
O=C(Nc1ccc(Cl)c(Cl)c1)Nc1ccc(N2CCCC2)c(S(=O)(=O)Nc2ccccc2Cl)c1 | 5% | 9.3% | 4% | -1% | 24%
Cn1c(=O)c2c(nc(Br)n2C)n(C)c1=O | 11% | 0.6% | -13% | -3% | -2%
CCOC(=O)c1c(NC(=O)c2ccc(S(=O)(=O)N(C)CC3CCCO3)cc2)sc2c1CC(C)(C)NC2(C)C (centres undefined) | 0% | 4.6% | -10% | -6% | 62%
CCCc1cc(=O)oc2c(CNc3ccc(OCC)cc3)c(O)ccc12 | ? | 1.5% | -3% | -6% | ?

Arranged by count of non-hydrogen atoms (largest number first): part of the list above.
SMILES | M. tuberculosis HTS | inhibitors of VEEV | Salmonella PhoP GFP | H1N1 NS1A inhibition | tuberculosis growth | others
CCN(CC)C(=O)c1sc(NC(=O)c2cccs2)c(C#N)c1C | -8% | 1.0% | 5% | -14% | 0%
COc1ccc(/C=N/Nc2ccccn2)cc1OC | 4% | 1.6% | -15% | · | 25%
Cc1cc(SCc2ccccc2F)nc(=O)[nH]1 | -2% | 3.2% | 2% | 0% | -24%
Cn1c(=O)c2c(nc(Br)n2C)n(C)c1=O | 11% | 0.6% | -13% | -3% | -2%

The listing continues:
SMILES | M. tuberculosis HTS | inhibitors of VEEV | Salmonella PhoP GFP | H1N1 NS1A inhibition | tuberculosis growth | others
CCn1c(SCC(=O)NCCOC)nc2sc3c(c2c1=O)CCCC3 | 1% | i | -15% | 8% | 19%
CC(Oc1ccc(Cl)cc1Cl)c1nc(-c2ccccn2)no1 (centres undefined) | 7% | i | 5% | -12% | 26%
Cc1ccccc1OCC(O)CN1CCN(c2ccc(Cl)cc2)CC1 (centres undefined) | 24% | 1.8% | 6% | -13% | 39%
COCCCNC(=O)C1CC(=O)OC1c1ccc(OC)c(OC)c1 (centres undefined) | 8% | 2.6% | -2% | -2% | -13%
Cn1nc(-c2ccc(C(=O)Nc3cccnc3)cc2)c2ccccc2c1=O | 4% | 6.4% | -4% | 13% | -27%
O=C(CNC(=O)c1sc2ccccc2c1Cl)OCc1ccccc1 | ? | 1.3% | 2% | -3% | ?
Cc1cccc(NC(=O)COc2ccc(/C=N\n3cnnc3)cc2)c1 | 9% | 1.4% | -3% | -2% | 30%
O=C(Nc1cccc2c1CCCC2)C1CCN(C(=O)NC2CCCCC2)CC1 | 0% | 1.9% | 0% | 7% | -3%
O=C(c1ccccc1Cl)N1CCC(N2CCC(C(=O)N3CCCC3)CC2)CC1 | -3% | i | -4% | -7% | -6%
CC(Nc1nc(-c2ccc3c(c2)NC(=O)CO3)cs1)c1ccccc1 (centres undefined) | ? | 11% | 5% | 8% | 13% | inhibitors of VEEV 10K pilot screen=11
N#C/C(=N\Nc1ccc(F)cc1)C(=N)N1CCCCC1 | 2% | i | 2% | -1% | 11%
COc1cc(NC(=O)c2ccc(S(=O)(=O)N(C)c3ccccc3)cc2)cc(OC)c1 | -2% | 7.9% | · | 7% | 1%
Cc1ccc(N(CC(=O)NC2CCCCC2)C(=O)CCCC(=O)Nc2ccccn2)c(C)c1 | -1% | 0.1% | 7% | 8% | 0%
O=C(NCc1ccco1)C1(c2ccc(Cl)cc2)CCCC1 | 4% | i | 1% | 6% | 15%
Cn1c(=O)c2c(nc(SCC(=O)O)n2Cc2cc3c(cc2Cl)OCO3)n(C)c1=O | -7% | 1.2% | -4% | -8% | -1% | inhibitors of VEEV 10K pilot screen=0.2
c1csc(-c2nc3ccccn3c2NC2CCCCC2)c1 | 3% | 5.2% | 3% | 2% | 23%
Cc1cc(NC(=O)CSc2nc3c(c(=O)n2CCc2ccccc2)SC(C)C3)no1 (centres undefined) | -2% | 0.6% | 3% | 6% | 3%
Cc1cccc(C(=O)N2CCN(c3ncnc4c3cnn4-c3ccccc3)CC2)c1 | 42% | 3.8% | -2% | 1% | 56%
O=C(CNC(=O)c1ccccc1)c1ccccc1 | 5% | 0.6% | -4% | -4% | 3%
Cc1ccc(NC(=O)C(=O)NCCN2CCN(C(=O)C(c3ccccc3)c3ccccc3)CC2)cc1 | -16% | 0.3% | -9% | 3% | -4%
O=C(Cn1ncc2c3ccccc3n(Cc3ccccc3F)c2c1=O)NCCN1CCOCC1 | 9% | 3.0% | -2% | 2% | 7%
Cc1noc(C)c1C(=O)N1CCCC(Nc2ccc(C(C)C)cc2)C1 (centres undefined) | 7% | 0.0% | -10% | -1% | 1%
Cc1ccc(NC(=O)C2CCCN2S(=O)(=O)c2ccc(F)cc2)c(C)c1 (centres undefined) | -3% | 0.7% | -5% | 5% | 0%
COC(=O)c1ccc(NC(=O)c2c(C(=O)Nc3ccccc3)sc3nc(C)cc(=O)n23)cc1 | -4% | 0.8% | 0% | -17% | -8%
CC1CCCN(S(=O)(=O)c2ccccc2[N+](=O)[O-])C1 (centres undefined) | -2% | 0.3% | -10% | 26% | 5%
SMILES | M. tuberculosis HTS | inhibitors of VEEV | Salmonella PhoP GFP | H1N1 NS1A inhibition | tuberculosis growth | others
CCN(CC(=O)Nc1ccc2c(c1)OCCO2)C(=O)CCOc1ccccc1 | 8% | 3.0% | · | -7% | 3%
O=C(Nc1c(Br)cc2c(c1Br)Cc1cc([N+](=O)[O-])ccc1-2)C(Cl)Cl | · | 1.0% | · | -25% | ·
Oc1c(Br)cccc1/C=N/Nc1c(F)c(F)c(F)c(F)c1F | -7% | 1.4% | -6% | 18% | 31%
OC(COc1ccc2cc(Br)ccc2c1)Cn1ccnc1 (centres undefined) | ? | 0.5% | -4% | 4% | 76%
COc1ccc(C(=O)N/C(=C\c2ccccc2)C(=O)NC(CCSC)C(=O)O)cc1 (centres undefined) | -8% | 0.6% | 3% | -3% | -1%
COc1cc(C2CC(c3ccccc3)=NN2c2ccccc2)ccc1OCC(=O)O (centres undefined) | 3% | i | 5% | -20% | -6%
Cc1onc(-c2ccccc2)c1NC(=O)N(Cc1ccccc1)C(C)C | 6% | i | -7% | -1% | 0%
O=C(COC(=O)c1ccc(Cl)c(S(=O)(=O)N2CCCC2)c1)NC1CCCC1 | -4% | 1.2% | 13% | -15% | -2%
COc1ccc(CCN2C(=O)CSC2=Nc2ccc(C(C)C)cc2)cc1OC | 2% | 4.9% | 1% | · | -1%
